HT1080 IDH1KD tx: HT-1080 IDH1 knockdown cell toxicity (counter line) | AID 686971 | actives 2% (n = 360,000) | HT-1080 IDH1 knockdown viability, ATP luminescence, 48 h | Potency, µM (titrated, usually from 46.1 µM), for the others: at the highest dose activity, negative = toxicity, most hits filed as cytotoxic;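 also: potency is read from the fitted curve at half-maximal effect; 0% = DMSO wells and -100% = cell-free medium wells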
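Luminescent ATP read-out (CellTiter-Glo, 10 min at room temperature) after 48 h compound exposure at 37 °C gave viability of IDH1-knockdown HT-1080 cells. Activity was normalised to DMSO and cell-free wells, then fitted as concentration-response curves.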
IL1B secr inh: inflammasome signaling inhibition, IL-1 beta readout; activity change, % at 57.5 µM; actives 4.7% (n = 360,000); THP-1 LPS/ATP IL-1B secretion, AlphaLISA, 16 h; hits give low values; in the data active = activity change below about -50%; inconclusive = mostly about -30% to -49%; also: % is scaled to controls: 0 for no effect and ±100 for the full control effect
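THP-1 cells pretreated 1 hr with compounds (up to 57.5 uM final), then stimulated with LPS (250 ng/mL final) plus ATP (1.25 mM final); secreted IL-1B measured by AlphaLISA after 16 hr, decreased signal indicating inhibition.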
SW480 rereplic: inducers of DNA re-replication in SW480 colon cancer cells; SW480 DNA re-replication, Hoechst DNA content imaging, 48 h; Potency, µM (highest dose often 46.1 µM), for the others: top-dose re-replication activation, actives largely listed as activators; actives 1.8% (n = 340,000); also: potency is read from the fitted curve at half-maximal effect; % of control where 0% means no effect; nearly all actives have a fitted effect of over 55% in size
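250 cells/well; 23 nL cpd via pin tool; 48 hr, 37 C, 5% CO2; Hoechst 40 min; imager read of total nuclear intensity, ex 405/em 500-530 nm.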
HT1080-NT tox: kills 2HG-producing HT-1080-NT fibrosarcoma cells; Potency, µM (titrated, usually from 46.1 µM), for inactives: at the highest dose activity, negative = less viability, usual class: cytotoxic; HT-1080-NT fibrosarcoma viability, CellTiter-Glo ATP luminescence, 48 h; actives 1.6% (n = 360,000);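 also: NT is the 2HG producing partner of a matched IDH1 knockdown line; potency is read from the fitted curve at half-maximal effect; 0% = DMSO-treated cells and -100% = media-only wells without cells; nearly all actives have a fitted effect of over 55% in size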
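Fibrosarcoma NT cells, 750 per well in 5% FBS RPMI, were exposed to compound for 48 hours. Viability: CellTiter-Glo luminescence.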
KB-3-1 cytotox: KB-3-1 parental cell cytotoxicity. KB-3-1 viability, CellTiter-Glo ATP luminescence, 72 h. Potency, µM (doses to about 46.1 µM), without a hit: top-dose activity change, negative = cytotoxic, hits mostly cytotoxic. actives 1.4% (n = 400,000). AID 1347075; also: potency is read from the fitted curve at half-maximal effect; % is scaled to controls: 0 for no effect and ±100 for the full control effect; nearly all actives have a fitted effect of over 60% in size
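72 h, 37 °C compound treatment of KB-3-1 parental cells; CellTiter-Glo added, 10 min, luminescence read. Data corrected against DMSO-only plates and normalized before curve fitting.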
MCF10A rereplic: inducers of DNA re-replication in MCF 10A breast cells | MCF 10A DNA re-replication, Hoechst nuclear intensity, 48 h | Potency, µM (top dose mostly 46.1 µM), inactives show top-dose activity, positive = re-replication, most hits filed as activators | actives 2.9% (n = 350,000) | AID 624296; also: potency is read from the fitted curve at half-maximal effect; % of control where 0% means no effect; nearly all actives have a fitted effect of over 50% in size
HepG2 tox: HepG2 cytotoxicity, counter-screen for TGF-b inhibitors. HepG2 CAGA-GFP viability, ATP luminescence, 18 h. Potency, µM (highest dose often 46.1 µM), inactives show at the highest dose activity change, negative = cytotoxicity, hits mostly cytotoxic. actives 0.76% (n = 410,000); also: potency is read from the fitted curve at half-maximal effect; some results filed as inactive show a strong effect at the top dose
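CellTiter-Glo luminescence gave cytotoxicity after 18 hours at 37 degrees C. The cells were HepG2 CAGA-GFP in 1% FBS DMEM, stimulated with 500 pg/mL TGF-beta after compound addition. %Activity was normalised to no-cell wells (complete cell-killing) and DMSO (no toxicity), and curves were fitted and classified.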
ATXN viability: reduces viability in counter-screen for ATXN expression inhibitors; S2 cells (HEK-293 line with an ATXN2-luciferase reporter) viability, CellTiter-Fluor protease fluorescence, 24 h; Potency, µM (titrated, usually from 56.7 µM), actives largely listed as cytotoxic; actives 0.49% (n = 400,000); also: potency is read from the fitted curve at half-maximal effect; nearly all actives have a fitted effect of over 40% in size
ATXN2 expr inh: reduces ATXN2 reporter expression in HEK-293 cells | Potency, µM (doses to about 57 µM), for the others: at the highest dose activity change, negative = inhibition, actives largely listed as inhibitors | actives 0.72% (n = 360,000) | HEK-293 ATXN2-luciferase reporter, luminescence, 24 h; also: potency is read from the fitted curve at half-maximal effect; % is scaled to controls: 0 for no effect and ±100 for the full control effect; nearly all actives have a fitted effect of over 55% in size
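ATXN2-luciferase reporter cells (luciferase flanked by upstream and downstream ATXN2 gene portions) were treated 24 h at 37 °C with compounds at up to 57 uM. SteadyGlo luminescence gave expression; GF-AFC fluorescence gave viability.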
* hit, by the source's call; i = inactive; u = inconclusive; x = no result given; [ ] = remark or other dose. Unless noted, calls follow the shape of the dose curve; as a rule, active = well fitted curve in the direction sought with a large enough effect; inconclusive = small, poorly fitted or top-dose-only effect, or another doubt; inactive = no such curve, though single readings can be large; an effect the other way counts as inactive or inconclusive.

mol | HT1080 IDH1KD tx | HepG2 tox | SW480 rereplic | IL1B secr inh | HT1080-NT tox | KB-3-1 cytotox | ATXN viability | ATXN2 expr inh | MCF10A rereplic
Cc1sc2ncnc(NCC(O)c3ccc([N+](=O)[O-])cc3)c2c1C (stereo not given) | u | -25% | 1% | -55* | u | u | i | u | 2%
Cc1sc2nc(CN3CCOCC3)nc(N3CCN(S(=O)(=O)c4ccccc4)CC3)c2c1C | -3% | -3% | 0% | -9 | -14% | 5% | u | 9% | 4%
COc1ccc(N2CCN(C(=O)CCn3nnc4ccccc43)CC2)cc1 | 8% | -17% | 0% | 13 | 0% | 14% | i | 4% | -2%
Cc1cc(Br)ccc1OCCOCCN1CCCC1 | -5% | -9% | 1% | -12 | -14% | -11% | i | x | 1%
CCOC(=O)c1c(SCCN2CCCCC2)n(-c2ccccc2)c(=S)n(-c2ccccc2)c1=O | -2% | 0% | 12µM* | 0 | 1% | -16% | u | 20µM* | 9.2µM*
COc1ccc(S(=O)(=O)N2CCN(C(=O)c3oc4ccccc4c3C)CC2)cc1 | 0% | -4% | -1% | -6 | 3% | -8% | u | -14% | u
O=C(CN1CCC(n2nnc3ccccc32)CC1)Nc1ccc2c(c1)CCC2 | -22% | -23% | -13% | -11 | -28% | -4% | i | 2% | 0%
O=C(N/N=C/c1ccc(O)cc1)c1nc(-c2ccccc2)n(-c2ccccc2)n1 | 8% | 2% | -8% | 0 | -2% | 15% | i | 5% | -11%
CCc1cc(=O)oc2cc(C)cc(OCC(=O)NCc3cccnc3)c12 | -12% | -1% | 2% | -7 | -10% | 1% | i | x | -4%
CCCNC(=O)c1ccc(Cn2cc(C(F)(F)F)ccc2=O)cc1 | 24% | -16% | 0% | 16 | 3% | 10% | i | 3% | -2%
COC(=O)C1=C(C)N(Cc2ccccc2)C(=NCc2ccc(OC)cc2)N[C@H]1c1cccc(F)c1 | -17% | -107% | u | u | -20% | u | x | u | 4%
Cc1ccc(-c2nnn(CCOc3cccc(Br)c3)n2)cc1 | 7% | 0% | x | 0 | 12% | 0% | i | 0% | 13%
C=C(C)C(=O)Nc1cccc(C2=NOC3(C2)C[C@@H](C(N)=O)N(C(=O)c2ccc(OC)cc2)C3)c1 (stereo not given in full) | -2% | 0% | -20% | 0 | -1% | 6% | i | -6% | -5%
C=CCNC(=S)NCc1ccccc1 | -1% | -12% | -6% | 7 | -3% | 0% | i | x | -3%
CC(C)Oc1ccc(NC(=O)C2CCCNC2=O)cc1 (stereo not given) | 2% | -1% | -4% | 4 | 3% | -3% | i | 12% | 0%
O=c1c([N+](=O)[O-])cccn1Cc1ccc(F)cc1Cl | u | -22% | u | 0 | 15µM* | 2% | u | u | 0%
O=S(=O)(c1ccc(F)cc1)N1CCN(c2nc(-c3cccnc3)nc3ccccc23)CC1 | 2% | 4% | 10% | -16 | -12% | 25% | u | -17% | 14%
COc1cc2c(cc1OC)C(NNC(=O)c1ccc(Br)o1)=NC(C)(C)C2 | -6% | 2% | 0% | 0 | 3% | -18% | i | x | 6%
C=CCOc1ccccc1CN1CCCCCC1 | 7% | 0% | 2% | 5 | 8% | -2% | i | -6% | 0%
CCCCOc1ccc(-c2nnn(CC(=O)NCc3ccco3)n2)cc1 | 7.9µM* | -26% | 1% | 30 | 7.1µM* | u | i | 0% | 3%
Cc1cc(C)c(OCC(=O)OCC(=O)N2CCN(C(=O)c3ccco3)CC2)c(C)c1 | 11% | 0% | 2% | 0 | 8% | -2% | i | 6% | 2%
O=C(CN(C(=O)c1ccccc1)N1C(=O)CCC1=O)c1cccs1 | 1% | 11% | -2% | -9 | -1% | 7% | i | 11% | -3%
c1ccc(-c2cc3n(c2)CCc2ccccc2-3)cc1 | -14% | -24% | 6% | u | -22% | -14% | i | 64%[activator] | 28%
CC(C)CNc1oc(-c2ccc(F)cc2)nc1C#N | -3% | -14% | -1% | -16 | 1% | -19% | i | 5% | 0%
Cc1cc(-c2csc(N)n2)c(C)n1CCC(C)C | 1% | -21% | -5% | -2 | -6% | u | i | -2% | 2%
CC(C)NC(=O)c1cccc(Cn2cc(Cl)cn2)c1 | 8% | 0% | -12% | 0 | 3% | -3% | i | 6% | -3%
O=C(Nc1ccc(N2CCOCC2)c(F)c1)c1cccs1 | -2% | -18% | -1% | u | -19% | -1% | i | 10% | 1%
CCn1c(C(C)NC(=O)c2cccs2)nc2ccccc21 (stereo not given) | 6% | 11% | -2% | 18 | 0% | 3% | i | 2% | 15%
O=C(NCc1cccnc1)c1ccc(Cl)c(Cl)c1 | 2% | 7% | -3% | 17 | -3% | 18% | i | 2% | -8%
COC(=O)[C@@]12C[C@@H](CC(=O)N3CCN(C(=O)C4CC4)CC3)C(=O)N(Cc3cccc4ccccc34)C1=CCC(C)(C)C2 | u | x | x | -12 | u | -23% | x | x | x
COc1ccc(-c2cc(C(=O)N3CCCCCC3)c3cc(C)ccc3n2)cc1 | -28% | 3% | -8% | -3 | 0% | -3% | i | 0% | u
OCc1cn(-c2ccccc2)nn1 | 13% | -5% | -25% | -4 | 14% | 1% | i | 5% | 17%
CCN(CC(=O)NC1CCS(=O)(=O)C1)Cc1nc2c(Br)cc(Br)cc2c(=O)[nH]1 (stereo not given) | -7% | -8% | 3% | 0 | -6% | -4% | i | -35% | 1%
Cc1ccc2cc(C#N)c(N3CCCN(S(=O)(=O)c4ccccc4)CC3)nc2c1C | -16% | -24% | 38% | 22 | -6% | -3% | i | -3% | u
Cc1ccc(Nc2sc(C(=O)c3ccccc3)c(N)c2C(=O)Nc2ccc(Cl)cc2)cc1 | x | -34% | x | x | x | u | u | u | x
CCN(C(=O)COC(=O)c1cc(-c2ccccc2)nc2c1c(C)nn2-c1ccc(C)cc1)C1CCS(=O)(=O)C1 (stereo not given) | 17% | -1% | 2% | 22 | 13% | -14% | i | -14% | -4%
Cc1ccnc2nc(C(=O)Nc3nnc(-c4ccc(Cl)cc4)o3)nn12 | 4% | 0% | -6% | 11 | 12% | 22% | i | 3% | 0%
COCCNC(=S)Nc1cc(OC)c(NC(=O)c2ccco2)cc1OC | 13% | 10% | -16% | -5 | 28% | u | i | 13% | 2%
Cc1oc(-c2ccc(C(F)(F)F)cc2)nc1CN(Cc1ccccn1)C[C@@H]1CCC(=O)N1 | -2% | -13% | 0% | 18 | 1% | -2% | i | x | -4%
Cc1c(NC(=O)CSc2ncnc3ccccc23)c(=O)n(-c2ccccc2)n1C | 3% | 4% | -1% | -7 | 4% | 20% | i | 22% | 0%
CCOc1ccc(OCCCC(=O)N2CCN(S(=O)(=O)c3ccccc3C#N)CC2)cc1 | -5% | -24% | 0% | -52* | -1% | -22% | i | -5% | 17%
Cn1cccc1C(=S)N1CCOCC1 | -6% | -17% | -2% | 10 | 3% | 0% | i | 6% | -3%
Cc1cccc(NC(=O)COc2cccc3c(=O)n(C)ccc23)c1C | x | 1% | x | x | x | -23% | i | -16% | x
COc1cc2c(cc1OC)C(COc1ccc3c(C)cc(=O)oc3c1)N(C(=O)c1ccc(C)cc1)CC2 (stereo not given) | x | -13% | x | x | x | -4% | u | 3% | x
CCOC(=O)CSc1nnc(CNC(=O)Cc2ccccc2)n1C | 12% | 2% | -9% | 4 | 10% | 1% | i | -3% | 3%
O=S(=O)(Nc1cccnc1)c1ccc(Cl)cc1 | -2% | -9% | -5% | -7 | -5% | 0% | i | 3% | 2%
O=C(O)c1cccc(N2C(=O)/C(=C/c3ccc(SCc4ccc(Cl)cc4)o3)SC2=S)c1 | u | -16% | i[1.84 µM] | 93 | -15% | -3% | u | -25% | u
CCC(C(=O)NC(C)(C)C)N(Cc1ccco1)C(=O)CNS(=O)(=O)c1ccc(OC)cc1 (stereo not given) | 12% | -20% | 20% | -2 | 17% | -3% | i | 5% | -25%
CCOC(=O)C1C(=O)CC(C)(O)C(C(=O)OCC)C1c1ccc(Br)cc1 (stereo not given) | 5% | -26% | 2% | -13 | 3% | -6% | i | -4% | 5%
O=C(/C=C/c1c(Cl)nc2ccccn12)Nc1ccc(F)cc1 | -3% | -9% | -6% | 23 | -1% | 0% | i | -10% | 1%
CCC(=O)N1CCC(C(N)=O)(N2CCCCC2)CC1 | 7% | 20% | -6% | 20 | 9% | -14% | i | 11% | -3%
CCOc1c(Cl)cc(CNc2ccc(N3CCCC3)cc2)cc1OC | 9.2µM* | 7% | 10µM* | -72* | u | u | i | -12% | u
COc1ccc(N2CCN(C(CNC(=O)c3cccc(OC)c3)c3cccnc3)CC2)cc1 (stereo not given) | x | -41% | x | x | x | 7% | u | -4% | x
O=C(Nc1nc(-c2ccccc2)cs1)C1CCCO1 (stereo not given) | 4% | -5% | u | 2 | -4% | 1% | i | 66%[activator] | u
COc1ccc(C(=O)C(=O)N2CCN(C(=O)OCc3ccccc3)CC2)cc1 | 7% | x | x | -5 | 4% | 2% | x | x | x
Cc1noc(C)c1NC(=O)Nc1ccc2c(c1)C(=O)N([C@H](C)CO)C[C@H](C)[C@@H](CN(C)C(=O)Nc1ccc(C(F)(F)F)cc1)O2 | 0% | 5% | -53%[inhibitor] | 0 | 2% | -16% | i | -2% | 1%
O=c1c2ccccc2n2c(-c3cccc(Cl)c3)nnc2n1Cc1ccccc1 | 0% | -1% | 1% | -6 | 6% | 18% | i | -6% | -2%
COc1cc(C(=O)NCc2cc3cc(Cl)ccc3n2C)cc(OC)c1OC | -18% | -39% | 0% | 85 | -4% | -5% | i | -1% | u
Cc1ccc(C)c(S(=O)(=O)N(C)c2ccc(OC(=O)C3CCN(C(=O)Nc4ccccc4)CC3)cc2)c1 | 0% | 0% | -6% | 12 | 8%[9.24 µM] | 14% | i | 2% | 4%

Compound activity: PubChem BioAssay, National Center for Advancing Translational Sciences (NCATS)
